OPRM1-OPRD1 ag: agonists of human mu-delta opioid receptor heterodimerization | AID 504326 | activation, % at 9.3 µM | hit rate 0.3% among 340,000 | cells, OPRM1-OPRD1 heterodimerization, luminescence | P35372+P41143; in the data active means activation above about 18%;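 further: 0% = vehicle-treated cells and 100% = reference agonist; values of inactives mirror those of a sister screen read the other way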
Target sequence (P35372 whole entry, looked up): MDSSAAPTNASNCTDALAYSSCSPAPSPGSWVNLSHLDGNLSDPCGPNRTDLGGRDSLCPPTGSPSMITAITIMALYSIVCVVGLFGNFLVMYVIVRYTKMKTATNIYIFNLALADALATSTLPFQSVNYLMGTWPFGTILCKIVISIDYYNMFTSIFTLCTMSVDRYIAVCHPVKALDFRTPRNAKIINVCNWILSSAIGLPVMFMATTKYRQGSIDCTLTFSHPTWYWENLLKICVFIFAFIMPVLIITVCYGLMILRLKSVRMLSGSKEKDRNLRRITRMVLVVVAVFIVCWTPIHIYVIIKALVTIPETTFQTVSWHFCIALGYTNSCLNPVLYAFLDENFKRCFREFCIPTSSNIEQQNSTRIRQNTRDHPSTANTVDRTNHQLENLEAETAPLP
Target sequence (P41143 whole entry, looked up): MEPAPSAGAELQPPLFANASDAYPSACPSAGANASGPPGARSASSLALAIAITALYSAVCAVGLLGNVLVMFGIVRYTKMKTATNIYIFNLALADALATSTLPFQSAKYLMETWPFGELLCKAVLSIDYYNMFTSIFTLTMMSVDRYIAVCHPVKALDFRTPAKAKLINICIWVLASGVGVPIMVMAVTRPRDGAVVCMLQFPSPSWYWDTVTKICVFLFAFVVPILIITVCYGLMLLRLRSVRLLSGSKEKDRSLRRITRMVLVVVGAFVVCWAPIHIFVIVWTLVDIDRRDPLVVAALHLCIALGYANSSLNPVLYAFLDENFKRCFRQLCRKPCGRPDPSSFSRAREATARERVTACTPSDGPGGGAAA
PKA-R2B activ: activators of human PKA-R2B complex; AID 504700; activation, % at 11.4 µM; PKA-R2B holoenzyme dissociation, Cy5-IP20 fluorescence polarization; R2B truncated from residue 108, S112A mutant; 0% DMSO only, 100% 113 µM cGMP; hit rate 0.079% among 340,000;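 active means activation above a cutoff set at the mean over all compounds plus 3 SD, cut at about 18% in these data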;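 further: higher means more holoenzyme dissociation and a rise in polarization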
phage Ecoli inh: E. coli growth loss with phage present; growth absorbance; inhibition, % at 11.9 µM; hit rate 0.26% among 360,000; in the data active means inhibition above about 11%
PKA-R1A act: PKA-R1A complex activation | P00514+P68181 | PKA-R1A dissociation, Cy5-IP20 fluorescence polarization; scaled: DMSO 0%, 113 µM cGMP 100% | activation, % at 11.4 µM | hit rate 0.083% among 340,000 | AID 504707;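 active means percent activation above the mean of all tested compounds plus 3 SD, cut at about 19% in these data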;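 further: higher means more PKAc released from R1A so a rise in polarization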
AddAB inh: less growth of phage-infected E. coli with AddAB; E. coli expressing H. pylori AddAB, absorbance growth; inhibition, % at 11.9 µM; hit rate 0.29% among 330,000; AID 435030; in the data active means inhibition above about 12%;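 further: 0% = vehicle wells of infected cells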
OPRM1-OPRD1 inv: mu-delta opioid heterodimer inverse agonism | P35372+P41143 | cell-based MOR-DOR heterodimer luminescence | inhibition, % at 9.3 µM | hit rate 0.21% among 340,000; in the data active means inhibition above about 22%, passing the limit was not always enough;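 further: 0% = cells with DMSO and 100% = wells without cells with DMSO; values of inactives mirror those of a sister screen read the other way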
E coli growth: reduces bacterial viability in AddAB counter-screen; hit rate 0.27% among 330,000; inhibition, % at 11.9 µM; E. coli V3065 growth, OD600 absorbance, 18 h;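 active means inhibition above the campaign's mean inhibition across all tested compounds plus 3 SD, cut at about 9.9% in these data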;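 further: uninfected addAB+ strain grown without phage in ampicillin broth; 0% = DMSO wells and 100% = ciprofloxacin 0.95 µg/ml wells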
SUMO Mot1 rescue: blocks SUMOylation pathway, rescuing yeast Mot1-301 growth. S. cerevisiae Mot1-301 growth rescue, ATP luminescence, 38.5C; percent above DMSO median, 100 means doubled. growth rescue, % at 18.8 µM. hit rate 1% among 320,000;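 active means every valid replicate shows activation above 250% relative to neutral control wells; inactive means the rest, any valid replicate at or below 250%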;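 further: OY570 slx delta 5 strain wells were the positive control but not used for scaling; some compounds called inactive have numbers as strong as hits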
PfHsp90 set2: reduces growth (ATP signal) of yeast expressing P. falciparum Hsp90; hit rate 0.32% among 310,000; S. cerevisiae expressing PfHsp90, BacTiter-Glo ATP, 48 h; yeast lacking PDR1 and PDR3 efflux regulators; inhibition, % at 9.4 µM;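 active means every replicate shows inhibition above about 80%, whatever the replicate mean, limit read from the data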;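 further: 0% = DMSO neutral controls and 100% = 20 µM radicicol positive controls; yeast relying on Plasmodium falciparum Hsp90 in place of its own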
HTR5A inv ag: HTR5A inverse agonism, opioid heterodimer counter-screen. HTR5A cell line, luminescence. hit rate 0.083% among 340,000. inhibition, % at 9.3 µM. P47898; in the data active means inhibition mostly above about 23%, no sharp cut-off; inactive means mostly below about 18%;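 further: 0% = cells with DMSO and 100% = no-cell wells with DMSO; some compounds called inactive have numbers as strong as hits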
Tat export inh: E. coli Tat transport inhibition; E. coli MC4100 TorA-mCherry Tat export, fluorescence; inhibition, % at 10 µM; hit rate 0.036% among 340,000; AID 488895;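 active means mean replicate inhibition at least 50% and at least half of replicates individually reaching 50%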;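 further: exported cargo escapes ClpAP degradation while cytoplasmic cargo is degraded and loses fluorescence; 0% = median of neutral control wells and 100% = median of NaSCN control wells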
* hit, by the source's call; i = inactive; . = not tested or not shown. Outcome played no part in choosing rows. Share with any hit: about 2.2%.

entry	molecule	OPRM1-OPRD1 ag	PKA-R2B activ	phage Ecoli inh	PKA-R1A act	AddAB inh	OPRM1-OPRD1 inv
1	C=CCSC(=S)NC1CCS(=O)(=O)C1 (stereo not drawn)	-1.7	-12	2.7	2	3.7	9
2	CCCc1nnc(NC(=O)CN2CCN(C)CC2)s1	-2.2	0	0.0	1	1.7	13
3	Cc1cc(Nc2ccc(C)c(C)c2)n2nc(C)nc2n1	-2.0	-10	2.1	-10	2.4	10
4	CC(=O)N1CCc2cc(S(=O)(=O)NCCCN3CCN(Cc4ccccc4)CC3)ccc21	0.0	-3	0.0	5	3.6	0
5	CCn1c(SCC(=O)c2c(N)n(C3CC3)c(=O)[nH]c2=O)nc2cc(S(N)(=O)=O)ccc21	-4.2	2	-1.1	-7	1.4	17
6	O=C(Nc1ccncc1)Nc1ccc(F)cc1	1.0	-2	2.9	-5	.	-5
7	O=C(CN1C(=O)c2ccccc2S1(=O)=O)NC1CC2CCC1C2 (stereo not drawn)	-2.4	-9	1.4	0	1.2	12
8	Cc1ccc(-c2nnc(Nc3ccccc3)o2)cc1	3.7	-8	5.3	1	-0.6	-21

entry	E coli growth	SUMO Mot1 rescue	PfHsp90 set2	HTR5A inv ag	Tat export inh
1	-1.9	-10	-9	-8	-21
2	0.8	56	-21	9	-2
3	-0.5	-11	0	-7	-3
4	1.5	-4	24	-15	-1
5	0.7	-17	.	-1	5
6	.	11	-1	-44	7
7	-0.1	298	-25	12	-9
8	-0.4	-20	27	-18	2

(next part)
entry	molecule	OPRM1-OPRD1 ag	PKA-R2B activ	phage Ecoli inh	PKA-R1A act	AddAB inh	OPRM1-OPRD1 inv
9	CN(C)C(=S)NCc1ccccc1	1.4	-3	-1.0	1	2.7	-6
10	COc1ccc(S(=O)(=O)Nc2ccc3c(c2)COC3=O)cc1OC	-1.1	4	4.2	-6	-7.4	5
11	O=C(CN(Cc1cccs1)C(=O)c1csnn1)NC1CCCC1	-2.9	-3	2.6	4	-0.7	16
12	COC(=O)c1c(Cl)c2n3ccccc3c(C)c(-c3ccccc3)c-2c1C(=O)OC	-0.7	-7	3.4	3	1.9	4
13	CCNc1nc(Oc2ccc(F)cc2)cc(C(F)(F)F)n1	10	0	4.1	-6	4.6	-51
14	Cn1c(Cn2cnc([N+](=O)[O-])n2)nnc1SCC(=O)Nc1ccc(Br)cc1	3.1	1	0.9	-1	0.4	-15
15	CCOc1ccc(NC(=O)C(=O)NCC2CCCN2CC)cc1 (stereo not drawn)	-1.9	-1	0.8	7	3.4	10
16	CCCc1nc2ccc(NC(=O)c3ccco3)cc2c(=O)n1Cc1ccccc1Cl	-0.9	-1	5.2	10	1.5	5

entry	E coli growth	SUMO Mot1 rescue	PfHsp90 set2	HTR5A inv ag	Tat export inh
9	-0.9	-11	25	3	-14
10	3.1	12	.	-41	1
11	-0.4	-6	.	18	4
12	-0.5	56	9	-9	2
13	-0.6	943*	-4	-6	1
14	-1.2	8	.	-1	-10
15	2.7	24	16	-2	-3
16	0.2	223	-35	-26	-2

(more compounds)
entry	molecule	OPRM1-OPRD1 ag	PKA-R2B activ	phage Ecoli inh	PKA-R1A act	AddAB inh	OPRM1-OPRD1 inv
17	COc1ccc(C(C(=O)NC2CCCC2)N(C(=O)Cc2cccs2)C2CC2)cc1OC (stereo not drawn)	-0.3	7	2.8	-2	1.5	2
18	CC(=O)c1sc2nc(C)cc(C)c2c1N	0.2	4	-0.8	16	0.7	-1
19	COc1cccc(N(C(=O)c2snc(C(N)=O)c2N)C(C(=O)NCC2CCCO2)c2c[nH]c3ccccc23)c1 (stereo not drawn)	-1.1	-1	1.2	6	1.4	6
20	CCOC(=O)CNC(=O)c1cnc(Nc2ccccc2OC)c2ccccc12	-2.9	-2	2.0	2	0.1	13
21	CCCCNC(=O)c1ccccc1Cl	-1.1	-11	1.5	-2	1.0	7
22	CC(=O)N(Cc1ccccc1)Cc1cn(CCC#N)nc1-c1cccc([N+](=O)[O-])c1	0.6	-1	1.6	-3	-1.6	-3
23	COC(=O)C(C)(C)c1cccnc1C#N	-0.7	-8	2.3	-11	.	3
24	COc1cccc(CNC(=O)c2ccc(CS(=O)(=O)Cc3ccccc3C)o2)c1	-0.3	-8	-1.3	1	4.8	2

entry	E coli growth	SUMO Mot1 rescue	PfHsp90 set2	HTR5A inv ag	Tat export inh
17	2.1	-19	-18	9	-5
18	-3.2	10	-20	10	0
19	-0.4	-12	-9	-13	7
20	-0.9	0	13	0	-7
21	1.1	-6	.	-6	7
22	-1.8	0	29	6	-9
23	.	.	-24	-33	-3
24	-0.1	1	-105	-35	5

Additional structures follow.
entry	molecule	OPRM1-OPRD1 ag	PKA-R2B activ	phage Ecoli inh	PKA-R1A act	AddAB inh	OPRM1-OPRD1 inv
25	COc1c2ccoc2nc2c(OC)c(OCC(O)C(C)(C)O)ccc12 (stereo not drawn)	-1.0	-9	0.3	-11	0.0	6
26	Cc1ccc(OCC(=O)c2cc(C)n(Cc3cccs3)c2C)c([N+](=O)[O-])n1	2.0	-5	0.6	-5	0.5	-10
27	Cc1cc(N2CC(C(=O)NCc3cccs3)CC2=O)ccc1C(C)C (stereo not drawn)	-1.8	-6	2.0	-6	-0.1	11
28	COc1ccc(OC)c(NC(=O)CCN2CCCCCC2)c1	1.6	-14	3.6	1	2.9	-10
29	COc1ccc2nc(Nc3nc(C)c(CCC(C)C)c(=O)[nH]3)nc(C)c2c1	-1.0	5	1.2	-1	0.8	5
30	CC(C)CN(C(=O)CN1CCC(C)CC1)c1c(N)n(CC(C)C)c(=O)[nH]c1=O	-0.5	3	2.9	12	0.9	3
31	CN1\C(=C/C=C/C=C/C=[N+](C)C)C(C)(C)c2ccccc21	15	6	-1.7	-1	.	-80
32	CCNC(=O)N1c2ccccc2Sc2ccccc21	-1.3	-4	2.7	-2	1.3	6

entry	E coli growth	SUMO Mot1 rescue	PfHsp90 set2	HTR5A inv ag	Tat export inh
25	-1.6	27	5	-14	-3
26	-1.2	10	-4	-14	6
27	-0.6	-11	7	5	17
28	-0.8	124	-15	3	2
29	0.0	-15	-11	6	-2
30	-0.6	-16	1	-18	2
31	.	.	33	-7	i
32	2.0	-4	-9	0	-5

Six compounds picked at random from the list so far, as already listed:
entry	molecule	OPRM1-OPRD1 ag	PKA-R2B activ	phage Ecoli inh	PKA-R1A act	AddAB inh	OPRM1-OPRD1 inv
26	Cc1ccc(OCC(=O)c2cc(C)n(Cc3cccs3)c2C)c([N+](=O)[O-])n1	2.0	-5	0.6	-5	0.5	-10
28	COc1ccc(OC)c(NC(=O)CCN2CCCCCC2)c1	1.6	-14	3.6	1	2.9	-10
27	Cc1cc(N2CC(C(=O)NCc3cccs3)CC2=O)ccc1C(C)C (stereo not drawn)	-1.8	-6	2.0	-6	-0.1	11
31	CN1\C(=C/C=C/C=C/C=[N+](C)C)C(C)(C)c2ccccc21	15	6	-1.7	-1	.	-80
30	CC(C)CN(C(=O)CN1CCC(C)CC1)c1c(N)n(CC(C)C)c(=O)[nH]c1=O	-0.5	3	2.9	12	0.9	3
29	COc1ccc2nc(Nc3nc(C)c(CCC(C)C)c(=O)[nH]3)nc(C)c2c1	-1.0	5	1.2	-1	0.8	5

entry	E coli growth	SUMO Mot1 rescue	PfHsp90 set2	HTR5A inv ag	Tat export inh
26	-1.2	10	-4	-14	6
28	-0.8	124	-15	3	2
27	-0.6	-11	7	5	17
31	.	.	33	-7	i
30	-0.6	-16	1	-18	2
29	0.0	-15	-11	6	-2

More results
entry	molecule	OPRM1-OPRD1 ag	PKA-R2B activ	phage Ecoli inh	PKA-R1A act	AddAB inh	OPRM1-OPRD1 inv
33	C=CCc1ccccc1OCCNCCCOC	-1.8	-7	3.4	-9	2.8	10
34	C=C1C(=O)O[C@H]2C1CC[C@@](C)(O)C13C=CC(C)(C21)C1(C3)C(=O)O[C@@H]2C3C(C)=CCC3[C@](C)(O)C[C@H](OC(C)=O)C21 (stereo partly drawn)	-0.5	-2	3.8	-1	0.8	4
35	CCc1nc(NCc2ccccn2)c2oc3ccccc3c2n1	0.1	0	1.7	-2	3.0	0
36	CCOCCCNC(=O)NC(=O)CN1CCN(S(=O)(=O)c2ccc3c(c2)OCCO3)CC1	-2.3	2	0.0	0	-3.8	12
37	O=C(NCc1ccc2c(c1)OCO2)C1CCCN1C(=O)Nc1cccc(Cl)c1 (stereo not drawn)	-0.9	7	2.7	-10	0.2	5
38	CCOCCCNC(=O)Cn1nc(Cc2ccncc2)c2ccccc2c1=O	-2.4	1	4.5	4	0.8	11
39	Cc1ccc(-c2nc3ncccn3c2NC2CCCCC2)o1	-0.4	8	3.6	-8	1.9	2
40	CC1CCN(C(=O)CSc2nc3cccnc3n2C)CC1	-1.1	-1	0.5	-14	-0.5	6
41	O=S(=O)(c1ccc2nc(-c3ccccc3)[nH]c2c1)N1CCN(c2ccc(Cl)cc2)CC1	4.4	-6	2.1	0	1.6	-22

entry	E coli growth	SUMO Mot1 rescue	PfHsp90 set2	HTR5A inv ag	Tat export inh
33	0.9	14	2	7	-13
34	0.1	-18	-5	3	-3
35	-2.1	-9	2	-7	1
36	2.6	0	21	-10	-5
37	-3.2	-14	.	-26	8
38	-2.8	-6	-11	12	1
39	-0.7	-7	4	21	5
40	-0.1	48	4	6	12
41	-0.2	544	-6	-11	7

Source: PubChem
